# Compound activity deposited in PubChem by National Center for Advancing Translational Sciences (NCATS).
# AID inh: inhibitors of human activation induced cytidine deaminase | Q9GZX7 | AID deamination FRET fluorescence, UDG-coupled, 4 h | Potency, µM (highest dose often 115 µM), without a hit: at the top dose activity change, negative = inhibition, actives largely listed as inhibitors | actives 0.32% (n = 91,000); also: nearly all actives have a fitted effect of over 25% in size
# Target sequence (Q9GZX7 whole entry, looked up): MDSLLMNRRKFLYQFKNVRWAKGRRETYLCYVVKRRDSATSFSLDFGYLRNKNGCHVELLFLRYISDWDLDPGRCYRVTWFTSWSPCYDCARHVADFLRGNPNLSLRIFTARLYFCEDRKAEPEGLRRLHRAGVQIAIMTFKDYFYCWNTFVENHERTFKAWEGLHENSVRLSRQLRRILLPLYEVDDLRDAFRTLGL
# UDG counter: blocks uracil-DNA glycosylase in AID counter-screen; FRET deamination/UDG coupled assay, UDG read, 4 h; Potency, µM (top dose mostly 115 µM), inactives show at the top dose activity change, negative = inhibition, most hits filed as inhibitors; actives 0.14% (n = 91,000); also: nearly all actives have a fitted effect of over 65% in size
# Starred values were filed as active, the others as inactive; ? = inconclusive; [ ] = dose if it differs, or a comment. Calls follow the shape of the dose curve; as a rule, active = well fitted curve in the direction sought with a large enough effect; inconclusive = small, poorly fitted or top-dose-only effect, or another doubt; inactive = no such curve, though single readings can be large; an effect the other way counts as inactive or inconclusive. % is scaled to controls: 0 for no effect and ±100 for the full control effect; potency is read from the fitted curve at half-maximal effect.
structure	AID inh	UDG counter
COc1ccc(N2CC(NC(=O)c3ccc(S(=O)(=O)N4CCOCC4)cc3)CC2=O)cc1OC (stereo not drawn)	0%	-2%
CC(=O)c1ccc(NC(=O)C2CCC(CNS(=O)(=O)c3ccc4c(c3)CCCC(=O)N4)CC2)cc1 (stereo not drawn)	-12%	1%
CCc1ccc(C2C(C(=O)Nc3ccccc3OC)=C(C)Nc3nc(SCc4ccccc4)nn32)cc1 (stereo not drawn)	-20%	-8%
CC(SC(C)c1ccc(F)cc1)C(N)=O (stereo not drawn)	-3%	3%
N#CCCNc1ccc(Br)cc1	1%	5%
CCc1cc(=O)oc2cc(OCc3nc(-c4cccc(Cl)c4)no3)ccc12	-5%	-7%
N#Cc1ccc(OCC(O)CN2CCN(c3nccs3)CC2)cc1 (stereo not drawn)	6%	11%
CC(=O)c1ccc(C(C)(C)C)cc1NC(=O)c1ccc(C)cc1	8%	7%
Cc1nc2ccccc2c(C)c1CC(=O)O	11%	6%
CCOC(=O)c1ccc(NC(=O)COC(=O)c2ccc3ccccc3n2)cc1	-2%	0%
CCN(CC)S(=O)(=O)c1ccc(N(C)C)c(N)c1	1%	-11%
CCc1ccc2oc(C(=O)NCC(c3ccc(Cl)cc3)N3CCOCC3)c(C)c2c1 (stereo not drawn)	?	-18%
COCCn1c(C)c(C)c(S(=O)(=O)c2ccc(F)cc2)c1NC(=O)C(C)C	5%	-3%
CCN(CC)C(CNS(=O)(=O)c1ccccc1)c1ccsc1 (stereo not drawn)	-6%	-1%
CN(CCOC(=O)c1ccccc1F)C(C)(C)C	8%	4%
NC(=O)N1c2ccccc2C=Cc2ccccc21	-1%	8%
Clc1cc(Cl)cc(CNCCN2CCCC2)c1	1%	-4%
O=C(Cc1ccc(-c2ccccc2)cc1)Oc1ccc(Cl)c2ccccc12	21%	-3%
Cc1ccc(NC(=O)C(C#N)=C2CCC(C(C)(C)C)CC2)cc1 (stereo not drawn)	2%	-9%
COc1cc(Br)c(/C=C/C(=O)O)cc1OC	-3%	3%
CCc1ccccc1NC(=O)c1cnc(N2CCCCC2)c2ccccc12	24%	47%[activator]
CCc1ccc2oc(C(=O)NCCc3ccc(OC)c(OC)c3)cc(=O)c2c1	-15%[57.5 µM]	-6%[57.5 µM]
O=C(Nc1ccc(F)c(Cl)c1)C1Cc2ccccc2CN1S(=O)(=O)c1ccc(F)cc1 (stereo not drawn)	9%	-6%
O=C(O)CCCc1ccc(Cl)c(Cl)c1	-7%	7%
Cc1ccc(F)c2c(C=O)c(C(C)(C)C)[nH]c12	3%	-5%
Clc1ccc(Sc2ncccc2Cl)cc1	0%	9%
NS(=O)(=O)c1ccc(N/N=C/c2ccc(F)c(F)c2)c([N+](=O)[O-])c1	-5%	5%
COc1cc(C2C(C(=O)Nc3ccccc3)=C(C)Nc3nc(SCC(=O)c4ccc(C)cc4)nn32)ccc1O (stereo not drawn)	-7%	-12%[57.5 µM]
Cc1nc(-c2cccs2)c(CC(=O)N2CCN(c3ccc(F)cc3)CC2)s1	2%	-8%
Cc1cccc(NC(=O)C(=O)NC2CCC(C(C)(C)C)CC2)c1 (stereo not drawn)	-5%	-3%
N#Cc1cccnc1NCCNc1cccc2ccccc12	-8%	-19%
CCc1ccc2nc(N3CCN(C(=O)c4ccccc4)CC3)sc2c1	16%	4%
O=C(Cn1c(=O)oc2cc(S(=O)(=O)N3CCCCCC3)ccc21)NCc1ccccc1Cl	-1%	-16%
COc1cc2c(cc1OC)CN(Cc1cc(=O)c(OCc3cccc(Cl)c3)co1)CC2	5%	-7%
CCOc1ccc2nc(N3CCCC(C(=O)Nc4c(C)cccc4C)C3)sc2c1 (stereo not drawn)	-15%	-6%
CCC(=O)NCCCNC(=O)c1nc2ccccc2c(=O)[nH]1	-4%	-7%
N#Cc1ccccc1-n1ccnc1	-2%	4%
O=C(NCCc1c[nH]c2ccccc12)c1ccc(Cl)c(Cl)c1	-19%	-17%
N#Cc1cccc(C(=O)NC2CCCCC2C(F)(F)F)c1 (stereo not drawn)	0%	-1%
CC1Cc2cc(C(=O)Nc3cccc(-c4nnc5n4CCCCC5)c3)ccc2N1S(C)(=O)=O (stereo not drawn)	-19%	-13%
CC(=O)C1=C(c2ccc(C)c(C)c2)N(C(C)=O)n2c(nnc2-c2ccc(Cl)cc2)S1	61%[activator]	-10%
Cc1cc2oc3c(c(=O)c2cc1C)C(c1ccc(C(C)C)cc1)N(c1nc(C)c(C)s1)C3=O (stereo not drawn)	-3%	-1%
Cc1ccc(S(=O)(=O)c2nc(-c3ccco3)oc2SCC(=O)Nc2ccc(F)cc2)cc1	19%	-9%
CS(=O)(=O)N1N=C(c2ccccc2)CC1c1ccco1 (stereo not drawn)	6%	1%
O=C(O)c1ccc(CNCc2ccc(Cl)cc2)s1	6%	-6%
Fc1cccc(-n2ncc3c2ncn2nc(Cc4ccccc4)nc32)c1	19%	-1%
COc1ccc(C(=O)NC2CC2)cc1	-6%	-1%
Fc1ccc(NC(=S)NC2CCCCCC2)cc1	-13%	-5%
O=C(Cc1cccc(F)c1)OCc1cc(-c2ccccc2)on1	-8%	1%
CCCNC(=O)CN(C)C(=O)c1cc2ccccc2n1C	0%	-1%

# Continuation:
structure	AID inh	UDG counter
Cn1c(-c2ccc(Cl)cc2Cl)cc2ccccc21	-8%	-11%
COc1cc2nc(N3CCCN(C)CC3)nc(NC3CCN(Cc4ccccc4)CC3)c2cc1OC	?	-1%
CC(=O)c1ccc(S(=O)(=O)N(C)C(C)c2cc3ccccc3o2)cc1 (stereo not drawn)	-12%	-8%
Cc1ccc(/C=C/C(=O)O)s1	-1%	-3%
C#CC(C)(CC)NC(=O)Cc1cccs1 (stereo not drawn)	9%	-3%
Cc1cc(C)n(-c2ccc(NC3CCCC3)nn2)n1	6%	10%
COC(=O)Cc1c(C)c2ccc3c(c2oc1=O)CN(Cc1ccccc1OC)CO3	11%	16%
O=[N+]([O-])c1ccccc1/C=N/OCc1ccc(Br)cc1	-9%	-8%
CC(NC(=O)c1ccc2c(c1)N(Cc1ccc(Cl)cc1)C(=O)CS2)c1ccccc1 (stereo not drawn)	5%	13%
COc1cccc(N2CCN(C(=O)CN3C(=O)COc4ccc(S(=O)(=O)N5CCC(C)CC5)cc43)CC2)c1	11%	6%
CCN(Cc1cc2ccc(C)cc2[nH]c1=O)C(=O)c1ccccc1C	-9%	6%
Cc1ccc(NC(=O)c2oc3ccccc3c2NC(=O)Cc2ccccc2)cc1	4%	-1%
Cc1ccc(CNC(=O)CCCN2C(=O)CCn3nc(-c4cccn4C)cc32)cc1	0%	0%
Cc1ccc(-n2nc(CO)c(C(=O)NCCCc3ccccc3)n2)cc1C	-3%	-10%[57.5 µM]
CNc1c(NC(=O)c2ccccc2Cl)c(=O)oc2ccccc12	2%	-3%
COc1ccc(-c2noc(-c3ccc(C)cc3Cl)n2)cc1OC	1%[57.5 µM]	?
Cc1ccc(C2C3=C(CC(C)(C)CC3=O)Nc3nc(N)[nH]c(=O)c32)cc1 (stereo not drawn)	9%	-6%
CC(C)CC(C(=O)NCc1ccc(F)cc1)N1Cc2ccccc2C1=O (stereo not drawn)	-9%	?
CC(=O)N1CCc2cc(S(=O)(=O)NC(Cc3ccccc3)C(=O)Nc3ccc(C)cc3C)ccc21 (stereo not drawn)	-16%	?
N#CC1=C(N)N(c2ccccc2)C2=C(C(=O)OC2)C12C(=O)N(Cc1ccccc1)c1ccccc12 (stereo not drawn)	-8%	-10%

# Given with each value named: four of the compounds above
CNc1c(NC(=O)c2ccccc2Cl)c(=O)oc2ccccc12
  AID inh: 2%
  UDG counter: -3%
COc1ccc(-c2noc(-c3ccc(C)cc3Cl)n2)cc1OC
  AID inh: 1%[57.5 µM]
  UDG counter: ?
Cc1ccc(C2C3=C(CC(C)(C)CC3=O)Nc3nc(N)[nH]c(=O)c32)cc1 (stereo not drawn)
  AID inh: 9%
  UDG counter: -6%
CC(C)CC(C(=O)NCc1ccc(F)cc1)N1Cc2ccccc2C1=O (stereo not drawn)
  AID inh: -9%
  UDG counter: ?

# The main list resumes, repeating the 6 entries before the break.
structure	AID inh	UDG counter
CNc1c(NC(=O)c2ccccc2Cl)c(=O)oc2ccccc12	2%	-3%
COc1ccc(-c2noc(-c3ccc(C)cc3Cl)n2)cc1OC	1%[57.5 µM]	?
Cc1ccc(C2C3=C(CC(C)(C)CC3=O)Nc3nc(N)[nH]c(=O)c32)cc1 (stereo not drawn)	9%	-6%
CC(C)CC(C(=O)NCc1ccc(F)cc1)N1Cc2ccccc2C1=O (stereo not drawn)	-9%	?
CC(=O)N1CCc2cc(S(=O)(=O)NC(Cc3ccccc3)C(=O)Nc3ccc(C)cc3C)ccc21 (stereo not drawn)	-16%	?
N#CC1=C(N)N(c2ccccc2)C2=C(C(=O)OC2)C12C(=O)N(Cc1ccccc1)c1ccccc12 (stereo not drawn)	-8%	-10%
O=C(NCCc1ccc(C(F)(F)F)cc1)C12CC3CC(CC(Cl)(C3)C1)C2	-10%	-1%
Cc1cccc(C)c1NC(=O)C(Sc1ccccc1)c1ccccc1 (stereo not drawn)	3%	0%
CCCn1c(=O)sc2cc(NC(=O)c3ccccc3Cl)ccc21	6%	-16%
CCc1ccc(S(=O)(=O)Nc2cccc(CN(CC)C(C)=O)c2)s1	-6%	-12%
COc1ccc(-c2nc3scc(CCNS(=O)(=O)c4ccc(Oc5ccccc5)cc4)n3n2)cc1OC	8%	-3%[57.5 µM]
CCCCOc1cccc(C2c3c(-c4cc(C)ccc4O)n[nH]c3C(=O)N2CCOC)c1 (stereo not drawn)	-26%	-18%
Nc1nc(-c2ccccc2)c(C(=O)Nc2ccccc2)s1	-19%	-19%
COc1ccc(NC(=O)c2cc(C3CC3)nc3c2c(C)nn3-c2ccccc2)cc1OC	3%	0%
COc1cc(OC)c(NC(=O)N2CCc3c([nH]c4ccccc34)C2c2ccccc2F)cc1Cl (stereo not drawn)	?	-5%
CCCNc1c(NS(=O)(=O)c2ccc(F)cc2)c(=O)oc2ccccc12	-7%	-9%
COc1ccc(Nc2nc(N)c3cc(OC)c(OC)cc3n2)cc1	-19%	-6%
CCCCc1ccc(C(=O)COC(=O)c2cc(S(C)(=O)=O)ccc2C)cc1	11%	1%
Cc1csc2nc(COC(=O)c3ccc(F)cc3)cc(=O)n12	6%	-10%
Cc1cccc(C(=O)NC23CC4CC(CC(C4)C2)C3)n1	-8%	-2%
CC(Nc1ccc(N2CCCC2=O)c(Cl)c1)c1nc(C(C)(C)C)no1 (stereo not drawn)	-10%	-9%
CC(=O)Nc1ccc(NC(=O)c2cc(C(C)C)nc3ccccc23)cc1	2%	2%
COc1cccc(N2CC(NC(=O)/C=C\c3ccc4c(c3)OCO4)CC2=O)c1 (stereo not drawn)	0%	1%
COC(=O)c1ccccc1NC(=O)CSc1c2c(nc3ccc(Cl)cc13)CCCC2	-22%	4%[57.5 µM]
COc1ccc(CCNC(=O)CCCn2c(=O)c3ccccc3n(Cc3ccccc3C#N)c2=O)cc1OC	13%	1%

# Sorted by molar mass (descending): some entries from above.
structure	AID inh	UDG counter
COc1ccc(CCNC(=O)CCCn2c(=O)c3ccccc3n(Cc3ccccc3C#N)c2=O)cc1OC	13%	1%
COC(=O)c1ccccc1NC(=O)CSc1c2c(nc3ccc(Cl)cc13)CCCC2	-22%	4%[57.5 µM]
COc1cccc(N2CC(NC(=O)/C=C\c3ccc4c(c3)OCO4)CC2=O)c1 (stereo not drawn)	0%	1%

# Not all compounds are listed. The share of hits here may be higher or lower than overall.
